Bioassay records (PubChem BioAssay)
Shn3 inh set2 = reduces Shn3 3'UTR luciferase signal in osteoblasts | inhibition, % at 12.5 µM | Clone20 osteoblast Shn3 3'UTR firefly luciferase, 24 h | hit rate 0.52% among 360,000 | AID 588674;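 active = mean inhibition of at least 75% with every replicate also reaching 75%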;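 also: 0% = median of neutral control wells and 100% = pilot-screen positive control compound; some compounds past the cut are filed as inactive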
NR2E3 ag-1 = activates human NR2E3 receptor; CHO-S Gal4-NCOR/VP16-NR2E3 two-hybrid, luciferase; Q9Y5X4; inhibition of corepressor binding, % at 3.98 µM; hit rate 0.35% among 360,000; AID 602229;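 active = inhibition above the mean of all tested compounds plus 3 SD, cut at about 70% in these data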;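 also: 0% = DMSO with NR2E3 transfected cells and 100% = cells lacking NR2E3 construct; higher means lower luciferase signal from less NR2E3 corepressor binding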
Target sequence (Q9Y5X4 whole entry, looked up, the tested form may be a part): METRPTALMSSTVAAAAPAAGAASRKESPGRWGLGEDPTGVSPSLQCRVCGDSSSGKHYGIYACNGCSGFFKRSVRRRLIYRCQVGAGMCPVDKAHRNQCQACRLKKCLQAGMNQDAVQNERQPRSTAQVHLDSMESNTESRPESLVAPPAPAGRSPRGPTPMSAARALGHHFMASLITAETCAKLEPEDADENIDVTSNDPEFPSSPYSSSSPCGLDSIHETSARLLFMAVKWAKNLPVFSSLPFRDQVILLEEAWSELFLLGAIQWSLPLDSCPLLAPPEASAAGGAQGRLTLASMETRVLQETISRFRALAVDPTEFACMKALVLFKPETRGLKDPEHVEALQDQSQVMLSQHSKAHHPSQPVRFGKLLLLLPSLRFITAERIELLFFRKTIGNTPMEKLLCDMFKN
NR2E3 ag-2 = NR2E3 (human) agonism; Q9Y5X4; GST-NR2E3/biotin-RetCOR TR-FRET, 1536-well; inhibition of corepressor binding, % at 4.78 µM; hit rate 0.12% among 320,000; AID 2300;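 active = percent inhibition above the cutoff of mean plus 3 SD of all tested compounds, set per screening campaign, cut at about 20% in these data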;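 also: 0% = DMSO wells and 100% = biotin wells as full block of FRET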
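Test system: GST-NR2E3 and biotin-RetCOR proteins | Quantity: 1.35 nM GST-tagged NR2E3 final | Medium: Tris pH 7.5 | Also added: 7 nM biotin-RetCOR | Dosing: Compound at 4.8 µM, single dose | Timing: 5 h at 4 °C | Detection: Time-resolved FRET | Read-out basis: Percent inhibition | Benchmarks: Biotin wells as high control, 0.6% DMSO wells as low control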
TRAIL sens C8 = caspase-8 TRAIL sensitization; NB7+C8 cells + TRAIL, ATPlite viability luminescence; inhibition (viability loss, TRAIL sensitization), % at 10 µM; hit rate 1% among 360,000; AID 624354;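 active = compounds causing at least 50% loss of cell viability in the single-dose screen, relative to plate controls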
Peg3 promoter = Peg3 promoter activity inhibition; HeLa PEG-Prom luciferase reporter, luminescence, overnight; hit rate 1.7% among 360,000; inhibition, % at 20 µM;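 active = inhibition of at least 50% at 20 µM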
KKLEB tox = CF airway cell cytotoxicity counter-screen | KKLEB CF airway cells viability, ATPlite luminescence, overnight; hits give low values; cells stimulated with P. aeruginosa culture filtrate | activity change (cytotoxicity), % at 5 µM | hit rate 0.36% among 360,000 | AID 602141;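 active = corrected activity change at or below -50% at 5 µM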
CF NFkB inh = inhibitors of cystic fibrosis induced NF-kB; inhibition, % at 5 µM; KKLEB NF-kB-GFP reporter, PAF-induced, GFP fluorescence overnight; hit rate 0.86% among 360,000; AID 588850;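 active = at least 50% inhibition at 5 µM, scaled per plate between neutral and stimulator controls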;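 also: PAF is a Pseudomonas aeruginosa culture filtrate used as stimulus; plate controls were PAF-stimulated DMSO wells for no effect and unstimulated DMSO wells for full effect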
TWEAK-Fn14 inh = inhibitors of TWEAK-Fn14 interaction signaling; hit rate 2% among 360,000; inhibition, % at 10 µM; TWEAK-stimulated Fn14 reporter cells, luciferase luminescence, 8 h; in the data active = inhibition above about 50%
TRPM1 prom inh = MITF TRPM1 promoter inhibition in SK-MEL-5 cells | SK-MEL-5 TRPM1 promoter luciferase, 24 h | inhibition, % at 12.5 µM | hit rate 0.83% among 330,000 | AID 488899;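 active = mean inhibition across replicates of 60% or more, whatever share of single replicates reaches that level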; also: values of inactives mirror those of a sister screen read the other way
TROY signal inh = blocks TROY-dependent signaling in reporter cells; Q293 LMP1-TROYcd NF-kB luciferase reporter, 4 h; inhibition, % at 10 µM; hit rate 0.98% among 360,000; AID 1347056;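 active = compounds whose plate-normalised and pattern-corrected inhibition of the luciferase reporter signal at the single screening dose is 50% or more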
HIF-2a block = HIF-2a inhibition; 786-0 RCC cells HIF-2a reporter, luciferase luminescence, overnight; inhibition, % at 18.8 µM; hit rate 0.72% among 360,000; AID 624352;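 active = inhibition of the luminescence signal of 40% or more relative to plate controls, in a single-dose primary screen at 18.75 µM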
* marks the source's active call; other numbers are inactive results; nt = not tested or not shown. The list is partial; count on the stated rates, not on these rows.

SMILES | Shn3 inh set2 | NR2E3 ag-1 | NR2E3 ag-2 | TRAIL sens C8 | Peg3 promoter | KKLEB tox | CF NFkB inh | TWEAK-Fn14 inh | TRPM1 prom inh | TROY signal inh | HIF-2a block
Cn1nnnc1SCC(=O)Nc1ccc(C(=O)N2CCN(Cc3ccccc3F)CC2)cc1 | -9 | -20 | 1 | -6 | 4 | 1 | 2 | 8 | 12 | 8 | 7
COc1ccc(CCNC(=O)c2ccccc2OCc2c(C)noc2C)cc1 | 12 | 3 | 3 | -5 | 7 | 4 | -21 | -42 | 0 | 9 | 9
Cn1cc([N+](=O)[O-])c(C(=O)N/N=C/c2cc3c(cc2Br)OCO3)n1 | 10 | 13 | -1 | -5 | -1 | 2 | 13 | -15 | 6 | 14 | -47
CCOC(=O)C1CCN(Cc2nc(-c3ccc(OC)c(OC)c3)no2)CC1 | -9 | 11 | 4 | 4 | 13 | 18 | -11 | -22 | -3 | 5 | 11
Cc1n[nH]c2ccccc2c1=O | -2 | 0 | nt | -10 | 0 | 2 | -4 | -21 | 5 | 5 | 15
Cc1ccccc1CNC(=O)CCCC(=O)n1nc(C)c2ccccc21 | -17 | -7 | -1 | -5 | -2 | 4 | 11 | -24 | -3 | -31 | 9
O=C(O)CSc1nc2sc3c(c2c(=O)n1Cc1ccccc1)CCCCC3 | -48 | -45 | 2 | 27 | -133 | 1 | 7 | 51* | -45 | 57* | -191
O=c1oc2ccccc2cc1-c1csc(Nc2nc3c(F)cccc3s2)n1 | 3 | -24 | 15 | 53* | 0 | -2 | -28 | 29 | 19 | 13 | -46
CCn1nc(C(=O)OCc2c(C)noc2C)c2ccccc2c1=O | 15 | -13 | 1 | 21 | -1 | -8 | -2 | 22 | -9 | -9 | 5
Cc1ccc(CSc2ccc3nnc(-c4ccccn4)n3n2)cc1 | -6 | -31 | 1 | 4 | 24 | 1 | -6 | 5 | -3 | -2 | 14
COC(=O)c1cc(=O)nc2sc(-c3cccs3)nn12 | -21 | 2 | 1 | -3 | 5 | 14 | 6 | -8 | 7 | -11 | 6
O=C(CCNC(=O)c1ccco1)Nc1ccc(Cl)c(C(F)(F)F)c1 | 12 | -6 | -1 | 18 | 20 | 0 | 17 | -3 | -5 | 4 | -3
Nc1nc(SCc2nc3sc4c(c3c(=O)[nH]2)CCCC4)n[nH]1 | 2 | -38 | 0 | -4 | -37 | -1 | 3 | -29 | -3 | -3 | -39
Cc1ccc(NC(=O)c2ccc3c(c2)nnn3C)cc1 | -56 | -30 | -1 | -6 | -170 | 2 | -13 | -16 | -56 | -41 | -237
Cc1ccc(-c2cnc(-c3ccncc3)o2)cc1 | -18 | -67 | 0 | 17 | -240 | 17 | -10 | -16 | -43 | -39 | -239
CC(C)(C)C(=O)OC/C(N)=N/OC(=O)c1ccc(Cl)cc1 | nt | -1 | -4 | -8 | -3 | -17 | -18 | -23 | -8 | -69 | 5
Cc1ccc(-n2[nH]c(C)c(/C=N/NC(=O)c3ccc([N+](=O)[O-])cc3)c2=O)c(C)c1 | -1 | -42 | 1 | 0 | 3 | 0 | -15 | -17 | nt | -6 | 5
O=S(=O)(CCNCc1cccs1)c1ccc(Cl)cc1 | nt | -5 | -1 | 7 | 3 | -3 | 15 | -2 | -2 | -4 | 8
Cc1cc2nnc(SCC(=O)N3CCCCC3)n2c(N)n1 | 0 | -21 | -2 | -4 | -5 | 3 | 2 | 4 | 0 | -2 | 7
Cc1ccc2c(c1)N(C(=O)CCC(=O)N1CCC(C(N)=O)CC1)CC(C)O2 (stereo not drawn) | -8 | -4 | 1 | -4 | 11 | 14 | -11 | -23 | 3 | 2 | 3
O=C(CNC(=S)N(CCCN1CCOCC1)Cc1cccs1)NC1CC1 | 2 | -10 | -3 | -2 | 1 | 2 | -11 | -4 | -5 | 7 | 17
c1ccc(-n2nnnc2-c2cnc(-c3ccncc3)nc2-c2cccs2)cc1 | -7 | 5 | 0 | 13 | 2 | -13 | 30 | 9 | -25 | 3 | 18
COc1ccc(/C=C(/NC(=O)c2ccccc2)C(=O)NC(Cc2c[nH]c3ccccc23)C(=O)O)cc1 (stereo not drawn) | 1 | -9 | nt | -10 | 9 | 0 | -3 | 10 | 2 | 5 | 14
COc1cc2cc(C(=O)N[C@@H](Cc3ccccc3)C(=O)O)n(C)c2c(OC)c1OC | -6 | -19 | 1 | -8 | 0 | 5 | -11 | 5 | 5 | -5 | 6
CC(=O)NC1C(Oc2ccc3c(C)cc(=O)oc3c2)OC(COC(C)=O)C(OC(C)=O)C1OC(C)=O (stereo not drawn) | 9 | -14 | 1 | -9 | 9 | 2 | 17 | 1 | -10 | -10 | 19
Nc1nc(SCC(=O)Nc2ccc(Cl)c([N+](=O)[O-])c2)n[nH]1 | 18 | -14 | 2 | 5 | 0 | 4 | -10 | -1 | 3 | 2 | -7
O=c1c(Cc2ccccc2)c(O)ccn1CCc1cnc[nH]1 | 3 | -6 | -2 | 1 | 6 | -7 | -4 | 29 | 2 | -14 | 12
CN(C)C(CNC(=O)c1ccc2nccnc2c1)c1ccco1 (stereo not drawn) | -15 | 24 | nt | 3 | -45 | -13 | -1 | 19 | -23 | -15 | -45
O=C(O)COc1c(-c2ccccc2)oc2ccccc2c1=O | -7 | -16 | 2 | -8 | 13 | 4 | 4 | 9 | -3 | 4 | 6
COc1cccc([C@@H]2Oc3ccc(OC)cc3C(=O)[C@H]2O)c1 | -69 | -61 | 4 | 41 | -297 | 13 | 2 | -20 | -39 | -39 | -221

Taken from above.
O=c1c(Cc2ccccc2)c(O)ccn1CCc1cnc[nH]1 @ NR2E3 ag-1 = -6
O=C(O)COc1c(-c2ccccc2)oc2ccccc2c1=O @ HIF-2a block = 6

Next entries
SMILES | Shn3 inh set2 | NR2E3 ag-1 | NR2E3 ag-2 | TRAIL sens C8 | Peg3 promoter | KKLEB tox | CF NFkB inh | TWEAK-Fn14 inh | TRPM1 prom inh | TROY signal inh | HIF-2a block
Nn1c(SCC(=O)N2CCCCC2)nnc1-c1ccncc1 | -13 | 14 | -1 | -8 | 8 | 13 | -7 | 10 | -3 | 7 | 15
CCc1ccc(C=NC23CN4CN(CN(C4)C2)C3)s1 | -5 | -18 | 4 | -18 | 19 | -5 | -5 | -5 | 8 | 27 | 5
CC(C)S(=O)(=O)N1CCN(c2ccnc3cc(Cl)ccc23)CC1 | -11 | -39 | -1 | -18 | 4 | 4 | 6 | -3 | 5 | 8 | 22
COc1ccc(/C=C/C(=O)OCC(=O)c2c(N)n(C)c(=O)n(C)c2=O)c(OC)c1 | 2 | 1 | -4 | 6 | -14 | 13 | -9 | -5 | 1 | 1 | 5
Cc1cc(Cl)c(OCCOCCN2CCCCC2)c(Br)c1 | 9 | -13 | -3 | 5 | 2 | -1 | 4 | 8 | 7 | -6 | 16
Cc1ccc(S(=O)(=O)N(C)c2ccc(OC(C)C(=O)N3CCCC3)cc2)cc1C (stereo not drawn) | 10 | 22 | 4 | 11 | -10 | -8 | -3 | 14 | 10 | -6 | 5
O=C(Cc1ccccc1)NCC1CCCO1 (stereo not drawn) | -6 | 12 | 1 | 8 | 2 | -6 | 10 | 5 | -28 | -22 | 8
COC(=O)C(=NNc1c(C)n(C)n(-c2ccccc2)c1=O)C(=O)OC | -15 | 16 | -1 | 6 | 16 | -1 | -20 | 3 | 8 | 6 | 11
Cc1cc(NC(=O)Cn2cnc3c(nnn3-c3ccc(C)c(Cl)c3)c2=O)no1 | -7 | -9 | -2 | 6 | 5 | -10 | 9 | -39 | 10 | 20 | 4
O=C(NCC1CCCO1)c1cccc(Br)c1 (stereo not drawn) | -8 | -17 | 0 | 5 | -17 | 2 | 5 | -25 | -8 | 14 | 2
COC(=O)c1ccc(S(=O)(=O)N2CCN(CCO)CC2)n1C | 16 | -5 | 3 | 1 | 5 | -5 | 23 | -10 | -11 | -6 | 12
COc1ccc(CNc2nc3c(c(=O)n(Cc4ccc(F)cc4)c(=O)n3C)n2C)cc1 | 25 | 17 | -6 | 4 | 50* | 24 | 23 | 22 | 13 | 37 | 27
COC(=O)c1ccccc1NC(=O)N1CCN(S(=O)(=O)c2ccc(Cl)cc2)CC1 | -12 | -5 | -3 | 13 | 15 | 7 | -13 | 14 | -4 | -11 | -7
O=C(O)c1cc(S(=O)(=O)NCCOc2ccccc2)ccc1Cl | -7 | -21 | nt | 16 | -6 | -2 | 1 | 10 | 3 | -10 | 11
COc1ccc(C(O)c2nc(-c3ccc(OC)nc3)cs2)cc1 (stereo not drawn) | -4 | -33 | nt | -3 | -14 | -6 | -10 | -3 | nt | -1 | -26

Results in NR2E3 ag-1, for 2 of the compounds above:
Molecule	NR2E3 ag-1
COc1ccc(CNc2nc3c(c(=O)n(Cc4ccc(F)cc4)c(=O)n3C)n2C)cc1	17
Cn1cc([N+](=O)[O-])c(C(=O)N/N=C/c2cc3c(cc2Br)OCO3)n1	13

More structures follow:
SMILES | Shn3 inh set2 | NR2E3 ag-1 | NR2E3 ag-2 | TRAIL sens C8 | Peg3 promoter | KKLEB tox | CF NFkB inh | TWEAK-Fn14 inh | TRPM1 prom inh | TROY signal inh | HIF-2a block
O=[N+]([O-])c1cc(-c2csc(NC(CO)c3nc4ccccc4n3CCOCCO)n2)ccc1Cl (stereo not drawn) | -8 | 26 | -1 | 14 | 12 | 0 | 12 | -41 | 16 | -7 | 13
O=C(NCC(=O)N1CC(O)CC1C(=O)N1CC(O)CC1C(=O)OCc1ccccc1)OCc1ccccc1 (stereo not drawn) | 14 | -15 | 2 | -6 | 11 | 9 | -7 | 4 | 19 | 10 | 9
COc1ccc(C(=O)Nc2cc(C(=O)c3ccccc3)c(C)oc2=O)cc1 | -10 | -29 | 1 | 2 | -191 | -9 | 0 | 10 | -8 | -11 | -76
O=C(Nc1cc(C(F)(F)F)ccc1Cl)c1ccc(NC(=O)C(F)(F)F)cc1 | -3 | 2 | 3 | 9 | -10 | -2 | -15 | 5 | -4 | -67 | -83
O=C1CSC(=S)N1c1ccc(O)cc1 | 18 | 7 | 4 | -3 | 31 | -11 | 42 | 75* | 8 | 50* | 37
CC(C)C(=O)Nc1ccc2c(c1)C(=O)NC2=O | 6 | -10 | 4 | -6 | -7 | 15 | -17 | -7 | 4 | 5 | 9
CCOC(=O)C(CCc1ccccn1)c1ccccc1 (stereo not drawn) | 4 | -7 | nt | 0 | -1 | -11 | 14 | 3 | -22 | -11 | -12
CC1CCc2cc(F)ccc2N1C(=O)C1(C)CC1(Cl)Cl (stereo not drawn) | -6 | -2 | 3 | 7 | 13 | -1 | 3 | 3 | -15 | 2 | -3
COC(=O)c1cc(S(=O)(=O)NCc2ccccc2)c[nH]1 | -2 | -2 | 4 | 12 | 12 | -3 | 1 | 0 | -4 | 1 | 15
COc1ccc(NC(=O)CN2C(=O)c3ccccc3S2(=O)=O)cc1OC | -2 | 0 | 4 | -8 | 2 | 7 | -11 | -8 | 10 | 11 | 13
CC(=O)c1ccc(N(C(=O)CNC(=O)c2cccs2)C(C(=O)NCC2CCCO2)c2ccccc2)cc1 (stereo not drawn) | 10 | -19 | 4 | -8 | 94* | 6 | -4 | 20 | -4 | -11 | 14
